FEN1 inh: qHTS Assay for the Inhibitors of Human Flap endonuclease 1 (FEN1); P39748; 390,000 tested, 0.35% active; Potency, µM (top dose mostly 114 µM), inactives show at the highest dose activity change, negative = inhibition, most hits filed as inhibitors; AID 588795, 2011; Recombinant FEN1 flap cleavage, fluorescence, 15 min; further: nearly all actives have a fitted effect of over 65% in size
Target sequence (P39748 whole entry, looked up): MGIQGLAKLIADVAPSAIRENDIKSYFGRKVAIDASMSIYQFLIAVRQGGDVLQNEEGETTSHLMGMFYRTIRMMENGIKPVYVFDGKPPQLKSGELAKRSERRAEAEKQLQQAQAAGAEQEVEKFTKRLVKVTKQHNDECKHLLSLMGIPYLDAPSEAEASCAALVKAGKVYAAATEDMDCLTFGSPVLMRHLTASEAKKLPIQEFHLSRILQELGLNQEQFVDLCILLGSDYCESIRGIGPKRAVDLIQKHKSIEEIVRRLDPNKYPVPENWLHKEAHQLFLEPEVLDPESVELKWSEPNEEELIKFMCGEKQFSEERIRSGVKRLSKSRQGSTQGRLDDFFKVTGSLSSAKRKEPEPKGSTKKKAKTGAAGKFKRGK
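Concentration–response screening of FEN1 (10 nM): 15 min compound preincubation at room temperature, reaction started with 50 nM substrate and read at 0 and 15 min. Corrected, normalized data were fitted by a four-parameter Hill equation.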
N370S GC mod: qHTS Assay for Inhibitors and Activators of N370S glucocerebrosidase as a Potential Chaperone Treatment of Gaucher Disease. Lysosomal acid glucosylceramidase (Homo sapiens), P04062. N370S GC spleen homogenate, 4MU-glucoside fluorescence. Potency, µM (highest dose often 59.4 µM), inactives show top-dose activity change, negative = inhibition, hits mostly inhibitors. 330,000 tested, 0.092% active;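 further: 0% = full enzyme activity and -100% = no enzyme basal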
TDP1 cell CPT: qHTS for Inhibitors of human tyrosyl-DNA phosphodiesterase 1 (TDP1): qHTS in cells in presence of CPT | chicken DT40 Tdp1-/-;hTDP1 cells + 20 nM CPT, ATP luminescence, 48 h | Potency, µM (top dose mostly 46.2 µM), without a hit: at the top dose activity change, negative = growth inhibition, actives largely listed as inhibitors | 420,000 tested, 12% active | AID 686979, 2013; further: nearly all actives have a fitted effect of over 55% in size
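Cell growth measured by CellTiter-Glo luminescence after a minimum 48 h, 37 C compound exposure with 20 nM CPT in Tdp1-knockout DT40 cells stably expressing hTDP1, seeded 400/well; qHTS titration format.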
The depositor's hits bear a star; & = joins results of further samples. The call rests on the fitted dose curve; in most records, active means well fitted curve in the direction sought with a large enough effect; inconclusive means small, poorly fitted or top-dose-only effect, or another doubt; inactive means no such curve, though single readings can be large; an effect the other way counts as inactive or inconclusive. Unless noted, on the % scale 0 is the no-effect control and ±100 the full control effect; potency means the concentration at half of the fitted maximal effect.

How did COc1cccc(CN(C)CC(=O)Nc2cccc(S(=O)(=O)N(C)c3ccccc3)c2)c1OC do in these assays?
FEN1 inh: -15%; TDP1 cell CPT: inconclusive

What do the screens show for `C/C=C/Cn1c(Br)nc2c1c(=O)n(C)c(=O)n2C`?
FEN1 inh: -8%; N370S GC mod: 0%; TDP1 cell CPT: inconclusive

How did COc1cc(CNCCc2ccc(S(N)(=O)=O)cc2)ccc1OCc1ccc(Cl)cc1 do in these assays?
FEN1 inh: -10%; N370S GC mod: inconclusive; TDP1 cell CPT: 23µM*

Results for O=C(CSc1ccccc1)N(c1ccc(Br)cc1)c1nccs1 ?
FEN1 inh: 2%; N370S GC mod: 18%; TDP1 cell CPT: inconclusive

What do the screens show for `CC(NC(=O)C(NS(=O)(=O)c1cccs1)C(C)C)c1ccc(S(N)(=O)=O)cc1` (stereo unspecified)?
FEN1 inh: -9%; TDP1 cell CPT: 13%

What do the screens show for `CN(C)c1ccc(-c2nc(-c3ccccn3)no2)cc1[N+](=O)[O-]`?
FEN1 inh: -15%; TDP1 cell CPT: -29%

What do the screens show for `O=C(CCl)Nc1ncc(S(=O)(=O)c2ccc([N+](=O)[O-])cc2)s1`?
FEN1 inh: -10%; TDP1 cell CPT: 29µM*

What do the screens show for `COc1ccccc1OCC(=O)OCC(=O)NC1CCCCC1`?
FEN1 inh: -1%; TDP1 cell CPT: 0%

How did CCOC(=O)c1ccccc1NS(=O)(=O)c1ccccc1F do in these assays?
FEN1 inh: -13%; N370S GC mod: 8%; TDP1 cell CPT: inconclusive

What do the screens show for `Cc1ccc(OCCOC(=O)c2cc(S(=O)(=O)N3CCCCC3)ccc2N2CCOCC2)cc1`?
FEN1 inh: -8%; TDP1 cell CPT: 16µM*

What do the screens show for `O=Nc1c(O)n(Cc2ccc(Cl)cc2Cl)c2ccccc12`?
FEN1 inh: inconclusive; N370S GC mod: 4%; TDP1 cell CPT: -16%

How did CC(=O)C1=C(O)C(=O)N(c2ccc(O)cc2)C1c1ccc([N+](=O)[O-])cc1 (stereo unspecified) do in these assays?
FEN1 inh: -3%; N370S GC mod: -9%; TDP1 cell CPT: -3%

How did CN(C)S(=O)(=O)c1ccc(C(=O)NCc2ccccn2)cc1 do in these assays?
FEN1 inh: 13%; N370S GC mod: 3%; TDP1 cell CPT: 21%

What do the screens show for `O=C(O)Cc1coc2cc3c(cc12)CCC3`?
FEN1 inh: -1%; N370S GC mod: -3%; TDP1 cell CPT: 10%

How did CC(C)(C)OC(=O)N1CCC[C@H]1C(=O)O do in these assays?
FEN1 inh: 19%&-13%; N370S GC mod: 0%&2%; TDP1 cell CPT: 1%

What do the screens show for `CCc1sc(Nc2cccc(Cl)c2)nc1-c1cc2cccc(OC)c2oc1=O`?
FEN1 inh: 10%; TDP1 cell CPT: inconclusive

How did O=C(Nc1ccc2nc3ccccc3nc2c1)c1ccccc1 do in these assays?
FEN1 inh: 0%; N370S GC mod: -4%; TDP1 cell CPT: inconclusive

How did CCn1c(Oc2ccccc2F)nc2c1c(=O)n(C)c(=O)n2C do in these assays?
FEN1 inh: 5%; N370S GC mod: 0%; TDP1 cell CPT: inconclusive

Results for O=C(COC(=O)c1ccc(Cl)c([N+](=O)[O-])c1)Nc1ccccc1OC(F)F ?
FEN1 inh: -13%; N370S GC mod: 3%; TDP1 cell CPT: inconclusive

How did N#Cc1ccccc1OCCN1C(=O)c2ccccc2C1=O do in these assays?
FEN1 inh: 1%; N370S GC mod: -4%; TDP1 cell CPT: 0%

How did CCOC(=O)Nc1cc2c(cc1C(C)=O)OCO2 do in these assays?
FEN1 inh: -4%; N370S GC mod: -3%; TDP1 cell CPT: -1%

How did Cn1c(N)c(C(=O)CSc2n[nH]c(-c3ccccc3)n2)c(=O)n(C)c1=O do in these assays?
FEN1 inh: 0%; TDP1 cell CPT: -27%

How did O=C(NCc1ccc(Cl)cc1)N1CCN(S(=O)(=O)c2ccccc2)CC1 do in these assays?
FEN1 inh: 2%; N370S GC mod: -3%; TDP1 cell CPT: -7%

What do the screens show for `CCOC(=O)c1cccc(N2C(=O)c3ccccc3S2(=O)=O)c1`?
FEN1 inh: -7%; N370S GC mod: 7%; TDP1 cell CPT: -21%

What do the screens show for `CSc1cccc(NC(=O)C2CCN(S(=O)(=O)c3ccc4c(c3)CCCN4C(=O)C3CCC3)CC2)c1`?
FEN1 inh: -10%; TDP1 cell CPT: inconclusive

Results for CCN(CC)S(=O)(=O)c1cc(C(=O)OCC(=O)c2ccc3c(c2)NC(=O)CO3)ccc1F ?
FEN1 inh: 3%; N370S GC mod: -2%; TDP1 cell CPT: -3%

Results for COc1ccc(C(=O)NCCS(=O)(=O)NCc2ccc3c(c2)OCO3)cc1 ?
FEN1 inh: 1%; N370S GC mod: 4%; TDP1 cell CPT: 2%

How did COc1ccc(-c2nc3ccccc3o2)cc1NC(=O)c1cc(Br)ccc1OC do in these assays?
FEN1 inh: -1%; TDP1 cell CPT: 13%

How did Ic1ccc(N2CCN(Cc3c[nH]c4ncccc34)CC2)cc1 do in these assays?
FEN1 inh: -19%&0%; N370S GC mod: inconclusive; TDP1 cell CPT: 11µM*

Results for COc1ccc(C(=O)OCC(=O)NCCN2C(=O)CSC2=O)cc1[N+](=O)[O-] ?
FEN1 inh: 11%; TDP1 cell CPT: -4%

Structural class: the compounds so far containing a COOH group (two)
What do the screens show for `O=C(O)Cc1coc2cc3c(cc12)CCC3`?
FEN1 inh: -1%; N370S GC mod: -3%; TDP1 cell CPT: 10%

How did CC(C)(C)OC(=O)N1CCC[C@H]1C(=O)O do in these assays?
FEN1 inh: 19%&-13%; N370S GC mod: 0%&2%; TDP1 cell CPT: 1%

More records
How did C/C(CC(=O)Nc1ccc(C)c(Cl)c1)=N\NC(=O)Cc1ccccc1 do in these assays?
FEN1 inh: -8%; N370S GC mod: -8%; TDP1 cell CPT: -12%

How did CCOc1cc(/C=C\[N+](=O)[O-])ccc1OCC(=O)N1CCOCC1 do in these assays?
FEN1 inh: -4%; N370S GC mod: -1%; TDP1 cell CPT: 2.6µM*

What do the screens show for `O=C(CN1CC(=O)Oc2ccccc21)NCc1ccco1`?
FEN1 inh: -4%; N370S GC mod: 12%; TDP1 cell CPT: 2%

Results for c1ccc(C(Cc2nc(-c3ccncc3)no2)c2ccccc2)cc1 ?
FEN1 inh: inconclusive; N370S GC mod: 4%; TDP1 cell CPT: 18µM*

How did CCOc1ccc(NC(=O)C2CCCN(S(=O)(=O)c3cccc4nonc34)C2)cc1 (stereo unspecified) do in these assays?
FEN1 inh: -7%; TDP1 cell CPT: -7%

How did CC1(C)Cc2c(sc3c2c(N)nc(=S)n3Cc2ccc(Br)cc2)CO1 do in these assays?
FEN1 inh: -10%; N370S GC mod: 3%; TDP1 cell CPT: 11%

Results for COc1ccc(NS(=O)(=O)c2ccc(NC(=S)NC(=O)C(C)C)cc2)cc1 ?
FEN1 inh: 11%; N370S GC mod: -5%; TDP1 cell CPT: 18µM*

How did O=C(c1cc2nc(-c3ccco3)cc(C(F)(F)F)n2n1)N1CCN(c2ccc(F)cc2)CC1 do in these assays?
FEN1 inh: -22%; N370S GC mod: 16%; TDP1 cell CPT: inconclusive

What do the screens show for `Cc1ccc(C(C#N)c2ccc3c(C(F)(F)F)cc(C(F)(F)F)nc3n2)cc1` (stereo unspecified)?
FEN1 inh: 6%; N370S GC mod: 17%; TDP1 cell CPT: 26µM*

How did O=C(Nc1ccc(C(=O)NCCCN2CCN(c3ccccc3)CC2)cc1)C1=CSCCO1 do in these assays?
FEN1 inh: 17%; N370S GC mod: -7%; TDP1 cell CPT: inconclusive

What do the screens show for `Cc1nnc(OCC(=O)NCCC2=CCCCC2)c2ccccc12`?
FEN1 inh: 0%; N370S GC mod: -16%; TDP1 cell CPT: 3%

Results for CC(C)c1ccc(-c2noc(SCC(=O)N3CCN(c4ccc(F)cc4)CC3)n2)cc1 ?
FEN1 inh: -3%; TDP1 cell CPT: -22%

Results for CN1c2ccccc2C(O)=C(C(=S)Nc2ccc(F)c(Cl)c2)S1(=O)=O ?
FEN1 inh: -12%; N370S GC mod: -15%; TDP1 cell CPT: inconclusive

What do the screens show for `O=S(=O)(Nc1cc(Cl)ccn1)c1ccc(Cl)cc1`?
FEN1 inh: 7%; N370S GC mod: 18%; TDP1 cell CPT: -17%

What do the screens show for `CSC(=NC#N)N1CCN(c2ccc([N+](=O)[O-])cc2)CC1`?
FEN1 inh: 2%; N370S GC mod: -3%; TDP1 cell CPT: inconclusive

What do the screens show for `CC(C)CN(C(=O)c1ccc(S(=O)(=O)N2CCCC2)cc1)C1CCS(=O)(=O)C1` (stereo unspecified)?
FEN1 inh: 10%; N370S GC mod: -3%; TDP1 cell CPT: inconclusive

Results for Cc1cc(Oc2ccccc2)nc(SCC(=O)Nc2ccccc2)n1 ?
FEN1 inh: 0%; N370S GC mod: 22%; TDP1 cell CPT: inconclusive

What do the screens show for `CCc1ccc(NC(=S)N2CCCC(C(F)(F)F)C2)cc1` (stereo unspecified)?
FEN1 inh: 1%; N370S GC mod: 2%; TDP1 cell CPT: 10%

How did O=C(C[C@H]1C(=O)N(CCc2ccccc2)C[C@@H]1Cc1ccccc1)Nc1ccccc1 do in these assays?
FEN1 inh: 1%&-1%; N370S GC mod: -1%; TDP1 cell CPT: 16µM*

What do the screens show for `C(#CC1CCCC1)c1ccc2c(c1)COc1c3ccccc3nn1-2`?
FEN1 inh: 14%; N370S GC mod: 3%; TDP1 cell CPT: inconclusive

Results for CC(NCC(=O)Nc1cc(S(=O)(=O)N2CCOCC2)ccc1Cl)c1ccc(Cl)cc1Cl (stereo unspecified) ?
FEN1 inh: 14%; N370S GC mod: -8%; TDP1 cell CPT: inconclusive

Results for CCCC[C@@H]1CCCO[C@@](C(=O)NCCOC)(C(F)(F)F)C1 ?
FEN1 inh: 17%; N370S GC mod: -2%

How did CCOc1ccc2ccccc2c1/C=N/NC(=O)CNC(=O)C(c1ccccc1)c1ccccc1 do in these assays?
FEN1 inh: 13%; N370S GC mod: inconclusive; TDP1 cell CPT: -6%

How did O=C(NOCc1ccccc1)c1ccc(Cl)cc1 do in these assays?
FEN1 inh: -20%; TDP1 cell CPT: -13%

Results for O=C(Nc1ccc(N2CCCCC2)cc1)c1ccc(F)cc1F ?
FEN1 inh: 2%; N370S GC mod: 2%; TDP1 cell CPT: -22%

What do the screens show for `CC(=O)c1ccc(NC(=O)C2CCN(S(=O)(=O)c3ccc4c(c3)N(C(C)=O)CCO4)CC2)cc1`?
FEN1 inh: -5%; N370S GC mod: 7%; TDP1 cell CPT: -24%

Results for CCOC(=O)C1(Cc2ccc(OC)cc2)CCN(C(=O)CCN2CCCC2=O)CC1 ?
FEN1 inh: 19%; N370S GC mod: 6%; TDP1 cell CPT: -11%

Results for CC(C)(C)c1cc(NC(=O)c2cccc([N+](=O)[O-])c2)no1 ?
FEN1 inh: 6%; N370S GC mod: 0%; TDP1 cell CPT: 17%

Results for CC1CCC(NC(=O)CCS(=O)(=O)c2ccc3c(c2)NC(=O)CO3)CC1 (stereo unspecified) ?
FEN1 inh: 2%; N370S GC mod: 9%; TDP1 cell CPT: inconclusive

What do the screens show for `Cc1ccc(Cn2c(C)c(CNC(C)c3ccccc3)c(C(=O)O)c2C)cc1` (stereo unspecified)?
FEN1 inh: 3%; TDP1 cell CPT: inconclusive

How did CCOc1ccc(-c2nc(S(=O)(=O)c3ccccc3)c(N3CCC(C(N)=O)CC3)o2)cc1 do in these assays?
FEN1 inh: -8%; N370S GC mod: -14%; TDP1 cell CPT: 13%

Retrieved by structure from the entries so far, four records:
What do the screens show for `CCc1ccc(NC(=S)N2CCCC(C(F)(F)F)C2)cc1` (stereo unspecified)?
FEN1 inh: 1%; N370S GC mod: 2%; TDP1 cell CPT: 10%

Results for CC1CCC(NC(=O)CCS(=O)(=O)c2ccc3c(c2)NC(=O)CO3)CC1 (stereo unspecified) ?
FEN1 inh: 2%; N370S GC mod: 9%; TDP1 cell CPT: inconclusive

How did O=C(NOCc1ccccc1)c1ccc(Cl)cc1 do in these assays?
FEN1 inh: -20%; TDP1 cell CPT: -13%

Results for CC(C)(C)c1cc(NC(=O)c2cccc([N+](=O)[O-])c2)no1 ?
FEN1 inh: 6%; N370S GC mod: 0%; TDP1 cell CPT: 17%

Bioassay records (PubChem BioAssay)

An excerpt; count on the stated rates, not on these rows.
